Ba/F3 V617F tox: reduce viability of Ba/F3 cells dependent on JAK2V617F. Ba/F3 EpoR-JAK2V617F viability, ATP luminescence. inhibition, % at 5.6 µM. 220,000 tested, 1.1% active;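 active means inhibition above the campaign mean plus 3 SD over all tested compounds, cut at about 24% in these data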;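 further: cytokine-independent growth of Ba/F3 cells driven by EpoR plus mutant JAK2; 0% = DMSO-treated cells and 100% = JAK inhibitor I control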
BaF3 tox: reduces parental Ba/F3 cell viability, JAK2V617F counter-screen | 220,000 tested, 1.1% active | inhibition, % at 5.6 µM | CellTiter-Glo ATP luminescence;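 active means inhibition above a per-campaign cutoff, the mean inhibition of all tested compounds plus 3 SD, cut at about 27% in these data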;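 further: 0% = DMSO wells and 100% = JAK Inhibitor I control wells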
TNF death inh: blocks TNF-alpha induced death of Jurkat FADD-/- cells; activation (protection from cell death), % at 10 µM; 220,000 tested, 0.068% active; Jurkat FADD-/- TNF necroptosis rescue, ATP luminescence, 24 h; 0 = TNF only, 100 = no-TNF cells;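 active means activation, meaning protection from cell death, of at least 50% relative to plate controls; inactive means activation below 50%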;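 further: necroptosis triggered by 40 ng/mL TNF-alpha added together with compound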
TRPN1 ag: activates the zebrafish TRPN1 channel; 220,000 tested, 0.18% active; activation, % at 3 µM; HEK293 zebrafish TRPN1-YFP, Fluo-8 calcium fluorescence; 100% = response to 87 µM carbachol; AID 1424;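 active means activation above its plate's cutoff, the mean activation of test wells on that plate plus 3 SD, cut at about 19% in these data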;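 further: 0% = DMSO alone and 100% = 87 µM carbachol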
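Material: zebrafish TRPN1-YFP in HEK293 cells. Doses: one dose of 3 µM, 0.3% DMSO. Incubation: dye 1 h 37 °C plus 30 min RT. Measured by: intracellular calcium fluorescence with Fluo-8.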
RBBP9 inh: human RBBP9 hydrolase inhibition; AID 1515; O75884; 220,000 tested, 0.2% active; recombinant RBBP9, FP-Rh probe fluorescence polarization; inhibition, % at 7.94 µM;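 active means inhibition above the campaign mean of all tested compounds plus 3 SD, cut at about 14% in these data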;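 further: plate controls were DMSO wells with RBBP9 for no effect and wells lacking RBBP9 protein for full effect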
Target sequence (O75884 whole entry, looked up): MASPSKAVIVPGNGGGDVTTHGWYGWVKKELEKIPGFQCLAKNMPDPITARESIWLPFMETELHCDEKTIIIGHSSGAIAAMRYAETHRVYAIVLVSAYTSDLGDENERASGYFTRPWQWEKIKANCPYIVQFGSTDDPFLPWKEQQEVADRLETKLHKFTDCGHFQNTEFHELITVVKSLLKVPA
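Controls: DMSO-treated enzyme wells and wells lacking RBBP9 | Material: RBBP9 protein | Technique: Fluorescence polarization | Replication: Single well per compound, no replicates | Buffer or medium: Tris-NaCl-Pluronic buffer, pH 8.0 | Timing: 30 min compound preincubation, 45 min probe labeling, 25 °C | Read-out basis: Percent inhibition from mP, scaled between DMSO and no-protein wells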
Wee1 degr inh: blocks degradation of human Wee1 kinase | HeLa Luc-Wee1K328M stability, luciferase luminescence; 100% = proteasome inhibitor MG132 effect | reporter increase, % at 5 µM | P30291 | 220,000 tested, 1.2% active | AID 1321;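 active means activation above the mean of all tested compounds plus 3 SD, set per screening run, cut at about 8.8% in these data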;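 further: cells exposed to compound for 20 h before luminescence read; 0% = DMSO alone and 100% = MG132 at 30 µM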
Target sequence (P30291 whole entry K328M): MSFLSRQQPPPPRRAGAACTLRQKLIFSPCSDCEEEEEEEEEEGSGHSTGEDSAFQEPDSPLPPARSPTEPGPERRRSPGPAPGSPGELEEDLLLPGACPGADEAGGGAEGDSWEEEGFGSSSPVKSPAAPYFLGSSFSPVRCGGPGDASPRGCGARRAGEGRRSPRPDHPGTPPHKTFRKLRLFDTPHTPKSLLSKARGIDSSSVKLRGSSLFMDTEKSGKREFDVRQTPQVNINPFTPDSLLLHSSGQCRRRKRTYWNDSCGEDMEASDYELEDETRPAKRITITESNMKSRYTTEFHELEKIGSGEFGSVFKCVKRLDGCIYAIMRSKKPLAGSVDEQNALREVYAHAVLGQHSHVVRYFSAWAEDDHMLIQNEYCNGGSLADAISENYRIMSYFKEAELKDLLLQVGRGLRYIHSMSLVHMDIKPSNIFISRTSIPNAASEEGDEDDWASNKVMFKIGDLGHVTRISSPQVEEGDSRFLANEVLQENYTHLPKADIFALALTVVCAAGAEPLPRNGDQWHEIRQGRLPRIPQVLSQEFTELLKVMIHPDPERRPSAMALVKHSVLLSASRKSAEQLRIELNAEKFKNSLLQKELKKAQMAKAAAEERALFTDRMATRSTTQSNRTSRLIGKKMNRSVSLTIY
TRPML3 agonist: human mucolipin-3 channel agonism; Q8TDD5; HEK293 TRPML3-YFP, Fluo-8 calcium fluorescence; 100% = the carbachol control signal; activation, % at 3 µM; 220,000 tested, 0.29% active; AID 1448;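 active means activation above its plate's cutoff, the mean activation of the plate's test wells plus 3 SD, cut at about 12% in these data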;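 further: 0% = DMSO only wells and 100% = carbachol wells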
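Test system: HEK293 cells stably carrying human TRPML3-YFP; Doses: single dose, 3 µM final nominal compound, 0.3% DMSO final; Schedule: dye loading 1 h 37 °C then 30 min ambient, 125 s read; Technique: Fluo-8 calcium fluorescence; Benchmarks: high control carbachol 87 µM, low control DMSO.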
PPC-1+TRAIL kill: kills PPC-1 cancer cells in the presence of TRAIL; cell killing (% activity), % at 4 µM; AID 1443; 220,000 tested, 0.41% active; PPC-1 cells + TRAIL, ATPLite viability luminescence;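 active means cell killing above 50% in the first pass at 4 µM, then a duplicate retest at 5 µM averaging 50% or more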;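 further: plate controls were cells with TRAIL plus DMSO for no effect and medium-only wells lacking cells for full effect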
CHOP inhibitor: inhibitors of CHOP induction in ER stress response | CHO-K1 CHOP-promoter luciferase, tunicamycin-induced, 15-18 h | inhibition, % at 10 µM | 220,000 tested, 3.8% active;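 active means compounds that reduced the stress-induced luciferase reporter signal by more than about 70% of percent inhibition, limit read from the data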;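 further: 0% = tunicamycin plus vehicle and 100% = wells without tunicamycin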
Active calls of the source: *; . = not tested or not shown; [ ] = dose if it differs, or a comment. No enrichment for hits, and some 6.8% of all compounds hit somewhere here.

The line under a structure holds: TNF death inh, Wee1 degr inh, TRPN1 ag, PPC-1+TRAIL kill, RBBP9 inh, TRPML3 agonist, BaF3 tox, CHOP inhibitor, Ba/F3 V617F tox
(1) Cc1ccc(-n2nc(CC#N)c(C#N)c2N)cc1
  0.3, 1, -0.8, 7, -7, 0.2, 3, 1, 2
(2) Cc1nn(C)c(C)c1Nc1ccc(N2C(=O)C3CC=CCC3C2=O)cc1[N+](=O)[O-] (stereo not given)
  0.1, 6, 3.9, 12, -5, 1.5, 0, 38, -3
(3) O=C(CN(Cc1ccccc1Cl)C(=O)c1ccc(CN2CCOCC2)o1)NCc1ccccc1
  -1.6, -1, 0.5, -8, 1, 0.8, 1, 8, -2
(4) CCn1nc(C(=O)OCC(=O)c2c[nH]c3ccccc23)c2ccccc2c1=O
  -3.0, -3, 0.5, 15, -17, -0.1, 0, 41, 5
(5) O=C(Cn1ccc([N+](=O)[O-])n1)N1CCCc2ccccc21
  -0.5, 1, 1.7, 1, 8, -0.2, -2, 3, 0
(6) O=C(NCC1CCCO1)c1cc2n(n1)C(C(F)(F)F)CC(c1ccc(F)cc1)N2 (stereo not given)
  1.5, -2, 0.6, 13, -8, 2.2, 5, 15, 3
(7) CC(=O)Nc1ccc(NC(=O)COC(=O)Cc2c[nH]c3ccccc23)cc1
  6.4, 4, 0.2, 11, 3, 0.2, 5, 14, 2
(8) C#CC1(NC(=O)NC(=O)c2c(F)cccc2F)CCCCC1
  -0.8, 7, 0.4, 9, -8, 0.6, -1, 6, -4
(9) O=c1c(Cl)c(N2CCOCC2)cnn1-c1ncc(C(F)(F)F)cc1Cl
  -0.4, -2, 1.2, 12, -7, 1.0, 10, 12, 2
(10) O=C(O)/C=C/c1cccc(NS(=O)(=O)c2ccccc2)c1
  -0.3, -1, 1.9, 9, -7, 1.1, 5, -4, 2

In a second layout: entries from further up.
# | SMILES | TNF death inh | Wee1 degr inh | TRPN1 ag | PPC-1+TRAIL kill | RBBP9 inh | TRPML3 agonist | BaF3 tox | CHOP inhibitor | Ba/F3 V617F tox
2 | Cc1nn(C)c(C)c1Nc1ccc(N2C(=O)C3CC=CCC3C2=O)cc1[N+](=O)[O-] (stereo not given) | 0.1 | 6 | 3.9 | 12 | -5 | 1.5 | 0 | 38 | -3
3 | O=C(CN(Cc1ccccc1Cl)C(=O)c1ccc(CN2CCOCC2)o1)NCc1ccccc1 | -1.6 | -1 | 0.5 | -8 | 1 | 0.8 | 1 | 8 | -2
4 | CCn1nc(C(=O)OCC(=O)c2c[nH]c3ccccc23)c2ccccc2c1=O | -3.0 | -3 | 0.5 | 15 | -17 | -0.1 | 0 | 41 | 5
5 | O=C(Cn1ccc([N+](=O)[O-])n1)N1CCCc2ccccc21 | -0.5 | 1 | 1.7 | 1 | 8 | -0.2 | -2 | 3 | 0
6 | O=C(NCC1CCCO1)c1cc2n(n1)C(C(F)(F)F)CC(c1ccc(F)cc1)N2 (stereo not given) | 1.5 | -2 | 0.6 | 13 | -8 | 2.2 | 5 | 15 | 3
7 | CC(=O)Nc1ccc(NC(=O)COC(=O)Cc2c[nH]c3ccccc23)cc1 | 6.4 | 4 | 0.2 | 11 | 3 | 0.2 | 5 | 14 | 2
8 | C#CC1(NC(=O)NC(=O)c2c(F)cccc2F)CCCCC1 | -0.8 | 7 | 0.4 | 9 | -8 | 0.6 | -1 | 6 | -4

Remaining list, next part.
The line under a structure holds: TNF death inh, Wee1 degr inh, TRPN1 ag, PPC-1+TRAIL kill, RBBP9 inh, TRPML3 agonist, BaF3 tox, CHOP inhibitor, Ba/F3 V617F tox
(11) CCCNS(=O)(=O)c1ccc(-n2cnnn2)c(OC)c1
  0.3, -1, 0.2, ., 0, 0.8, 1, 24, -3
(12) CC(C)c1ccc(NS(=O)(=O)c2ccc(N3C(=O)CCC3=O)cc2)cc1
  3.1, 2, 4.5, 17, -6, 3.1, 0, 25, -4
(13) NC(=S)N=Nc1c(O)n(C2OC(=O)c3ccccc32)c2ccccc12 (stereo not given)
  -4.5, -1, 1.0, -21, 2, 1.2, 4, 60, 8
(14) CCOC(=O)CCNC(=O)Nc1ccc2nc(C)n(Cc3ccc(Cl)cc3)c(=O)c2c1
  0.5, -1, 0.0, 12, -9, -0.5, 3, 7, -1
(15) [N-]=[N+]=NC1C[C@H](n2ccc(=O)[nH]c2=O)O[C@@H]1CO (stereo not given in full)
  2.6, -2, -0.7, 20, 0, 0.7, 6, 17, 0
(16) CCOC(=O)N1CCN(CC(O)COCC2=CCC3CC2C3(C)C)CC1 (stereo not given)
  0.9, 2, 0.4, 32, 3, 0.8, -3, 38, -3
(17) O=C(C1CCCO1)N1CCN(C(=S)Nc2ccc(Cl)c(Cl)c2)CC1 (stereo not given)
  3.6, -2, 1.7, 23, -5, 0.5, 3, 19, -4
(18) Cc1ccc(NC(=O)c2snc3ccc(Cl)cc23)cc1C
  6.1, -1, 2.3, 19, 1, 1.4, 3, 28, -4
(19) CNC(=O)C(NC(=O)CNC(=O)c1ccc(Cl)cc1)C(C)(C)C (stereo not given)
  0.1, -3, 0.2, -4, -6, 0.8, 7, 11, 0
(20) CCn1cc(Br)c(C(=O)Nc2ccc(C(=O)OC(C)C)cc2)n1
  -1.2, -1, -0.4, 3, -4, 0.5, 5, -42, 1

Later entries:
The line under a structure holds: TNF death inh, Wee1 degr inh, TRPN1 ag, PPC-1+TRAIL kill, RBBP9 inh, TRPML3 agonist, BaF3 tox, CHOP inhibitor, Ba/F3 V617F tox
(21) CCOc1cccc(CNCc2cccnc2)c1OCc1ccccc1
  1.6, -2, -0.1, 21, -1, 1.6, 1, 19, -3
(22) Cc1ccccc1-n1nc(-c2cccnc2)cc1C(=O)N/N=C/c1ccncc1
  -2.1, -2, 0.7, 26, -3, 0.3, 5, 5, 3
(23) CCOC(=O)CNC(=O)c1nn(-c2ccc(OCC)cc2)c(=O)c2ccccc12
  0.4, 2, 1.2, 15, 1, 0.8, -1, 7, -1
(24) COc1cc2[nH]c(=S)n(CCN3CCOCC3)c(=O)c2cc1OC
  0.5, 2, 1.1, 3, -8, 0.3, 3, 10, -2
(25) CCN(CC)S(=O)(=O)c1ccc(Cl)c(NC(=O)CSc2cccc[n+]2[O-])c1
  2.8, 3, 0.6, 11, -10, 0.2, -3, -6, 1
(26) Cc1ccc(NC(=O)CCc2c(C)nc3ncnn3c2C)cc1
  -1.8, -2, 0.6, 11, 2, 0.5, 4, -9, -2
(27) CC(Sc1ccsc1[N+](=O)[O-])C(=O)NCc1ccccc1 (stereo not given)
  1.6, 2, -1.1, 7, -1, -0.7, 5, 18, 1
(28) COCCn1c(NCc2ccccc2)nc2c1c(=O)[nH]c(=O)n2C
  -1.2, 1, 0.5, 15, 1, 0.2, 4, 10, -2
(29) NC(=O)c1ccccc1NC(=O)/C=C/c1ccc(Cl)cc1
  -6.3, 2, 0.4, 56*[5 µM], 2, 1.5, 1, 27, -1
(30) N#Cc1ncc(C(F)(F)F)cc1Sc1ccccc1N
  -1.2, -1, -1.0, 36, -5, -0.4, 11, 45, 3

Further structures follow.
The line under a structure holds: TNF death inh, Wee1 degr inh, TRPN1 ag, PPC-1+TRAIL kill, RBBP9 inh, TRPML3 agonist, BaF3 tox, CHOP inhibitor, Ba/F3 V617F tox
(31) CCOc1[nH]n(-c2ccc(Cl)cc2)c(=O)c1C=Nc1ccc(C)cc1
  0.2, -1, 1.6, -2, -13, 0.1, 16, 25, 2
(32) O=[N+]([O-])c1ccc(N=Nc2ccc(O)cc2O)cc1
  -13, 2, 0.3, 17, 1, 0.7, 3, 42, -4
(33) O=C(NC1CCCCC1)C1CCN(S(=O)(=O)c2cccc3cccnc23)CC1
  1.6, -2, 0.5, -1, -5, 1.0, 3, 16, 1
(34) COc1ccc(CCN2CC(C(=O)NCc3ccco3)CC2=O)cc1OC (stereo not given)
  -0.6, 1, -0.2, -1, -3, 1.1, -1, -8, -3
(35) CCCC(C)(C)NC(=O)CCCCC(=O)NC(C)(C)CCC
  -5.0, 2, 0.4, 8, -6, -0.5, 2, -5, -1
(36) O=C(CCCn1c(SCC(=O)NC2CCCCC2)nc2ccccc2c1=O)NCC1CCCO1 (stereo not given)
  1.7, 7, 1.4, -4, -11, 0.3, 8, -5, 2
(37) COc1cc(/C=N/Nc2ccc(S(N)(=O)=O)cc2[N+](=O)[O-])cc(OC)c1O
  -5.5, 11*, -0.1, 10, 9, -0.6, -1, 8, -1
(38) O=C(O)C1CN(c2ncccc2[N+](=O)[O-])C1
  -0.4, -2, 0.2, 27, -5, 0.9, 11, 3, 4
(39) Cc1ccc(OC(C)C(=O)O)cc1C (stereo not given)
  -1.6, -2, 0.3, 23, -8, 1.2, 1, 15, -3
(40) O=C(O)c1ccc(-c2ccc(Cl)cc2Cl)o1
  -0.2, -2, 0.3, 1, 0, 0.1, 4, -30, 2

Additional structures:
The line under a structure holds: TNF death inh, Wee1 degr inh, TRPN1 ag, PPC-1+TRAIL kill, RBBP9 inh, TRPML3 agonist, BaF3 tox, CHOP inhibitor, Ba/F3 V617F tox
(41) Cc1ccc(/C=N/N2CCN(Cc3ccccc3)CC2)cc1
  0.0, 1, -0.5, -1, -6, 0.8, 8, 34, -1
(42) CCOC(=O)CS(=O)(=O)c1nc(-c2ccccc2)cc(C(F)(F)F)n1
  -17, -1, 9.9, 3, -9, -0.7, 10, ., 79*
(43) O=C(CN1C(=O)CCSc2ccccc21)Nc1ccc2c(c1)OCCO2
  -0.3, 1, 0.6, 20, -7, 0.4, -1, 16, -6
(44) O=C(CN1C(=O)c2cccc3cccc(c23)C1=O)N1CCCCC1
  1.2, 2, 0.9, 21, -5, 0.2, 12, 15, 5
(45) COc1ccc(NS(=O)(=O)c2csc(C(=O)Nc3ccccc3)c2)cc1
  0.8, -3, 2.9, -18, -11, 1.1, 6, 1, -4
(46) C=C(C)CNC(=S)Nc1nc2c(cc1C(=O)OCC)CCCC2
  1.2, 2, -0.7, -3, -8, 0.5, 6, 22, 3
(47) O=C1CC(c2cccc(F)c2)c2c(c3ccccc3[nH]c2=O)O1 (stereo not given)
  -0.5, -2, 0.5, 12, 4, 0.8, 1, 64, 0
(48) O=C(O)c1cccc(NC2=Nc3cccc4cccc2c34)c1
  1.8, 2, 0.5, 16, 0, 1.0, -2, -10, -2
(49) O=C(CSCc1ccc(Cl)cc1)N1CCN(Cc2ccc3c(c2)OCO3)CC1
  -1.3, 2, 3.2, 14, -13, 0.6, 3, 24, 0
